# Compound activity (PubChem)
# MLLE-PAM2 inh: inhibitors of PABP1 MLLE–PAM2 peptide binding, primary screen, biochemical, fluorescence polarization, FITC-PAM2, GST-MLLE. Polyadenylate-binding protein 1 (Homo sapiens), P11940. inhibition, % at 20 µM. actives 0.36% (n = 360,000); in the data active = inhibition above about 35%, passing the limit was not always enough;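 also: plate controls were DMSO wells with GST-MLLE for no effect and wells lacking GST-MLLE protein for full effect; some results filed as inactive read as strong as hits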
# MsrA act: bovine MsrA enzyme activators, primary screen, biochemical, absorbance, HTS. activation, % at 10.6 µM. AID 602163, 2012. actives 0.3% (n = 360,000). Methionine sulfoxide reductase A (Bos taurus). purified bovine MsrA, absorbance read-out; in the data active = activation above about 7.5%;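 also: 0% = vehicle and 100% = reference activator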
# FAS-TE inh: FAS thioesterase domain inhibitors, primary screen, biochemical, fluorescence intensity, uHTS. actives 0.67% (n = 360,000). Fatty acid synthase (Homo sapiens), P49327. recombinant FAS-TE, OMFH fluorogenic substrate, fluorescence endpoint. inhibition, % at 15 µM;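 active = compounds whose normalised, plate-corrected inhibition of enzyme fluorescence in the single-dose primary screen is 50% or more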;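 also: 0% = DMSO with enzyme and 100% = substrate without enzyme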
# MsrA inhibitor: bovine MsrA enzyme inhibitors, primary screen, biochemical, absorbance, HTS. purified bovine MsrA, absorbance read-out. inhibition, % at 15.5 µM. actives 0.75% (n = 360,000). AID 651718, 2012; in the data active = inhibition above about 4.5%;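 also: 0% = vehicle wells with enzyme and 100% = reference inhibitor wells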
# SKN-1 block: suppressors of acrylamide-induced Pgst-4::GFP reporter in worms, primary screen, SKN-1 inhibitor project, whole organism, uHTS, GFP/RFP fluorescence ratio, strain VP596. C. elegans VP596 Pgst-4::GFP/RFP ratio, 24 h. inhibition, % at 21.8 µM. actives 0.49% (n = 360,000). AID 624304, 2012;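 active = interference check ratio from 0.5 to 1.5 plus GFP to RFP signal ratio inhibition reaching or exceeding a fixed threshold, cut at about 30% in these data, passing the limit was not always enough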; also: some compounds called inactive have numbers as strong as hits
# Tb MetRS inh: T. brucei MetRS inhibitors, primary screen, biochemical, luminescence. methionyl-tRNA synthetase (Trypanosoma brucei brucei). actives 0.4% (n = 360,000). purified T. brucei MetRS, ATP depletion, Kinase-Glo luminescence. inhibition, % at 11.9 µM;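 active = inhibition above a per-plate cutoff of the control wells' mean inhibition plus 3 SD, cut at about 5.5% in these data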;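 also: 0% = DMSO wells median and 100% = median of wells with control inhibitor compound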
#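 Test system: purified T. brucei MetRS enzyme. Also added: ATP, methionine and E. coli bulk tRNA substrates. Compound: 11.9 µM single point. Schedule: 15 min enzyme-compound preincubation, 2 h reaction, 10 min detection, 25 °C. Signal: luciferase luminescence of residual ATP, Kinase-Glo. Evaluation: percent inhibition versus plate control medians. Controls: DMSO wells, low control.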
# NRP1-CendR mod: modulators of CendR peptide binding to NRP-1, primary screen, biochemical, fluorescence polarization, uHTS. inhibition, % at 25 µM. AID 602438, 2012. Neuropilin-1 (Homo sapiens), O14786. FAM-RPARPAR peptide binding to NRP-1. actives 0.85% (n = 360,000);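 active = inhibition or corrected inhibition above about 18%, plus a signal ratio from 0.5 to 1.5, limit read from the data, passing the limit was not always enough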; also: strong numbers were not always called active
# Target sequence (O14786 whole entry, looked up): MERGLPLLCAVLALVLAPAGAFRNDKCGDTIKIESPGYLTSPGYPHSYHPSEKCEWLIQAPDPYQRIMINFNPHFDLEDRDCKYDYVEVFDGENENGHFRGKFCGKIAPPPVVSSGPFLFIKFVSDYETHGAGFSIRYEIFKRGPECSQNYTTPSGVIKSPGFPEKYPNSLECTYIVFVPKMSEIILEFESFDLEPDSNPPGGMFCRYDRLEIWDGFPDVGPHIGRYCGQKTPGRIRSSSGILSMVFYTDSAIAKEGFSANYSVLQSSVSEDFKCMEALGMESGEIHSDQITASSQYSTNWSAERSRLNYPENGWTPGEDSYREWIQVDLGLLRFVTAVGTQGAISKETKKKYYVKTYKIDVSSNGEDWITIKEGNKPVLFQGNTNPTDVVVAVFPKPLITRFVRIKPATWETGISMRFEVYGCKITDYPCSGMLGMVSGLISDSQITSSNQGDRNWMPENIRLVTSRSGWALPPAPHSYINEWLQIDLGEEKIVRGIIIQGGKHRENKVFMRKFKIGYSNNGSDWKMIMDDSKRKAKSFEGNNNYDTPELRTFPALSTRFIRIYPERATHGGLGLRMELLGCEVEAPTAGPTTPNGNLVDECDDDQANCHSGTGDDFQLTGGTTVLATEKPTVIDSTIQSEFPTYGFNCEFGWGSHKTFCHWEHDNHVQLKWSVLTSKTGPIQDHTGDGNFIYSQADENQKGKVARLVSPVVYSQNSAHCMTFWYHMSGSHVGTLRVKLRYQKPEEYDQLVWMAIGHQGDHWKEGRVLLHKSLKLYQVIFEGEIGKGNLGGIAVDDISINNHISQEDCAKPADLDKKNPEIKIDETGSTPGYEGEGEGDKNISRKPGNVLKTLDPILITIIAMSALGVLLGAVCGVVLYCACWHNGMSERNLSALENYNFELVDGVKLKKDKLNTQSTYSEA
# MT1-MMP act inh: blockers of MT1-MMP proenzyme processing, primary screen, HT1080 RFP-PRO-GFP cells, GFP/RFP fluorescence; Matrix metalloproteinase-14 (Homo sapiens), P50281; GFP/RFP ratio fluorescence, overnight; percent of plate control window, DMSO zero; GFP/RFP ratio change, % at 20 µM; actives 0.061% (n = 360,000);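 active = GFP/RFP ratio change of at least 30% with cell ATP level not reduced by more than half and red fluorescence within 50% of control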; also: strong numbers were not always called active
#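 Assay system: HT1080 RFP-PRO-GFP cells. Benchmarks: DMSO vehicle wells and RFP-L50D-GFP reporter cell wells. Times: overnight cell settling, then overnight compound exposure, 37 °C, 5% CO2. Compound: 20 µM single dose, 1% DMSO. Read-out basis: GFP/RFP fluorescence ratio.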
# E coli Lon inh: inhibitors of E. coli Lon protease, primary screen, biochemical, fluorescence polarization; actives 0.42% (n = 360,000); purified E. coli Lon protease; inhibition, % at 7.94 µM; AID 602123, 2011; P0A9M0; in the data active = inhibition above about 13%, passing the limit was not always enough;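 also: 0% = enzyme with probe and DMSO and 100% = no enzyme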
# * = called active by the depositor; · = not tested or not shown.
# Below each compound – MLLE-PAM2 inh, MsrA act, FAS-TE inh, MsrA inhibitor, SKN-1 block, Tb MetRS inh, NRP1-CendR mod, MT1-MMP act inh, E coli Lon inh
1. CCN(C(=O)c1ccco1)c1nnc(-c2ccc(OC)cc2)s1
 : 14, -1, 4, -0.1, -13, 0.2, 14, -7, 1
2. Cc1ccsc1C(=O)OCC(=O)Nc1cccc(S(=O)(=O)N2CCCCC2)c1
 : -14, 0, 7, -0.6, 10, -0.3, 3, 3, -10
3. COc1ccc(-c2[nH]c(-c3cc(OC)c4c(c3)OCO4)nc2-c2ccccc2)cc1
 : 1, -3, 28, 3.2, 1, 0.6, -4, -4, -10
4. NC(=O)CSc1nnc(-c2cccc(S(=O)(=O)N3CCOCC3)c2)n1C1CCCCCC1
 : -8, -13, 1, -0.3, 4, -0.4, -2, -2, 2
5. Cc1ccc(-c2csc(NCCc3nc4cc(Cl)c(Cl)cc4n3CCCO)n2)cc1
 : -126, -8, 28, -0.7, -4, 0.1, 2, 3, 1
6. O=C(NCc1nnnn1-c1ccc(F)cc1)C1CC(=O)N(c2ccc(F)cc2)C1 (stereo not given)
 : -18, 0, -7, 0.6, 2, -0.3, 0, -2, -3
7. CCC/C(=N\NC(=O)c1cccc(C)c1)c1ccccc1
 : 10, -4, -4, -0.5, 8, 0.3, 5, 0, -6
8. O=C(CCn1c(=O)c2cccn2c2cccnc21)N1CCN(c2cccc(Cl)c2)CC1
 : -5, -1, 19, ·, -10, -0.2, 14, 1, 2
9. C/C(N)=C(/C#N)C(=O)COC(=O)c1ccccc1O
 : -1, -4, -7, -0.3, -8, -0.2, -7, 0, 8
10. CCC(CC)c1nnc(NC(=O)c2cccnc2SC)s1
 : -11, -1, 0, 0.1, 8, 0.7, 4, -2, 16
11. CC(=O)Nc1ccc(S(=O)(=O)NNC(=O)c2cccc(Cl)c2)cc1
 : 31, -8, -10, -1.8, 11, -0.7, 13, 3, -11
12. COc1ccccc1CCNC(=O)c1ccccc1SCC(=O)N1CCCC1
 : -9, -6, -5, 0.9, -12, 0.0, 8, -4, 6
13. CN(C)C(=O)c1cn(-c2ccccc2)nc1-c1cc2ccccc2o1
 : -7, -1, 8, -0.5, 2, 0.2, 3, -1, 2
14. O=C(NCc1ccco1)c1cc(-c2ccccc2)nc2ccccc12
 : 7, -4, 3, 1.2, 2, -1.4, -5, 0, 0
15. NS(=O)(=O)c1ccc(CCNC(=O)CSc2ccc3ccccc3c2)cc1
 : -9, -1, -2, -0.1, -13, 0.5, -4, 4, -8
16. Cc1ccc(SCc2ccc(C(=O)Nc3cccc([N+](=O)[O-])c3)cc2)cc1
 : -2, 0, 10, 1.0, 4, 0.2, -6, 0, -7
17. CCC1CN(C(=O)N2CCC(C(=O)NCc3cccc(F)c3)CC2)c2ccccc2O1 (stereo not given)
 : -10, -2, 0, 1.2, -25, -0.8, -2, 8, 0
18. c1nc(NCC2CCCO2)c2[nH]cnc2n1 (stereo not given)
 : -14, -3, -6, 2.1, 17, -0.2, -6, 2, -4
19. NC(=O)c1c(NC(=O)c2cccnc2)sc2c1CCCC2
 : -7, -15, -1, 1.8, 4, -1.8, -9, ·, 1
20. Cc1ccc(NC(=O)N/C=C/c2ccco2)cc1
 : -14, 0, -5, 0.2, 14, 1.2, -76, -5, -8
21. CC(C)c1ccc(NC2CCCN(C(=O)CN3CCCCC3=O)C2)cc1 (stereo not given)
 : 12, 1, -5, 1.2, 3, -0.2, 1, -1, -13
22. NC(=S)N/N=C/c1ccc(-c2cc(Cl)ccc2Cl)o1
 : 12, -6, -3, 0.7, 6, -0.8, -55, -3, -10
23. CC(C)OC(=O)c1cccc2c1C(=O)c1ccccc1-2
 : 12, -3, 15, 2.6, 14, -0.2, 5, 1, 4
24. CNS(=O)(=O)c1cc2c3c(cccc3c1)C(=O)NC2=O
 : 6, -4, -2, 0.5, 10, -0.5, -14, -3, -4
25. NC(=O)C[C@H](N)c1cn([C@@H](CC(N)=O)C(=O)N2CCNCC2)nn1
 : 4, 1, -6, -0.5, 10, -0.5, -18, -4, 9
26. Cc1ccc(Cl)cc1N1CCN(C(=O)c2ccc(NC3=NC4CS(=O)(=O)CC4S3)cc2)CC1 (stereo not given)
 : -83, -2, 7, 1.1, 13, -0.9, 3, 7, -11
27. COc1ccc(OC)c(CNc2c(C=O)c(=O)[nH]c3ccccc23)c1
 : -9, -4, 12, 0.4, -2, -2.2, -2, 2, -6
28. CCn1c(=S)sc2c(=O)n(CC(=O)NC(C)CCc3ccccc3)c(C)nc21 (stereo not given)
 : 16, -4, 79*, -0.6, 8, -0.3, -7, 0, -8
29. Cc1cc2oc(=O)cc(CN3CCN(S(=O)(=O)c4cccs4)CC3)c2cc1C(C)C
 : 1, -3, 43, 0.3, 16, -0.6, -7, -12, -3
30. COc1cc(/C=C\C(=O)O)cc(S(=O)(=O)N2CCCCCC2)c1OC
 : 0, 0, -4, 0.4, 9, 0.3, 4, -2, -9

# Quoted at random: two entries already listed
# Below each compound – MLLE-PAM2 inh, MsrA act, FAS-TE inh, MsrA inhibitor, SKN-1 block, Tb MetRS inh, NRP1-CendR mod, MT1-MMP act inh, E coli Lon inh
2. Cc1ccsc1C(=O)OCC(=O)Nc1cccc(S(=O)(=O)N2CCCCC2)c1
 : -14, 0, 7, -0.6, 10, -0.3, 3, 3, -10
19. NC(=O)c1c(NC(=O)c2cccnc2)sc2c1CCCC2
 : -7, -15, -1, 1.8, 4, -1.8, -9, ·, 1

# Later entries.
# Below each compound – MLLE-PAM2 inh, MsrA act, FAS-TE inh, MsrA inhibitor, SKN-1 block, Tb MetRS inh, NRP1-CendR mod, MT1-MMP act inh, E coli Lon inh
31. NC(=O)Cn1cc(/C=N\NS(=O)(=O)c2ccccc2)c2ccccc21
 : -26, -7, -4, -0.2, 1, -0.2, -3, 3, -37
32. O=Cc1c(N2CCOCC2)nc2ccccn2c1=O
 : 5, -9, -11, 2.0, 4, -1.3, -3, -2, -8
33. COCC(=O)N1CCC(n2nccc2NC(=O)CCOc2ccccc2)CC1
 : -2, 0, -6, 0.1, 10, -0.5, 2, 0, 1
34. COc1ccc(C(C(=O)NC2CCCCC2)N(C(=O)c2cccs2)c2ccc3c(c2)OCO3)cc1 (stereo not given)
 : -4, -5, 8, -0.2, -2, -3.1, 2, -4, -8
35. Cc1cc(C)n(-c2ccc(S(=O)(=O)N3CCOCC3)cc2[N+](=O)[O-])n1
 : 12, -3, -4, -1.1, -10, 0.4, -5, 2, 4
36. Cc1ccc(S(=O)(=O)Nc2c(C)nc3nc(C)[nH]n3c2=O)cc1
 : 2, -8, -6, 2.1, 12, -0.8, -1, -2, 12
37. CCOC(=O)C1CCN(CC(=O)Nc2c(C(=O)OC)[nH]c3cccc(Cl)c23)CC1
 : -20, -9, -2, 0.5, 0, -0.6, -4, 1, 1
38. CCCn1c(SCC(=O)Nc2nc3c(s2)CCCC3)nc2c1c(=O)n(C)c(=O)n2C
 : -3, 0, 2, 1.9, -13, -0.5, -7, -2, -2
39. O=[N+]([O-])c1ccc(C(=S)N2CCN(c3ccc(F)cc3)CC2)cc1
 : 33, -9, 21, 1.0, 0, -0.8, -10, 2, 6
40. CCc1cc2c(=O)n(CCC(C)C)c(=S)[nH]c2s1
 : 21, 15*, -2, 0.8, 12, 0.1, -12, 6, -2
41. O=C(Cc1cccs1)N1CCN=C1SCc1ccccc1F
 : -9, -2, -5, -1.0, 4, -0.6, 4, -3, 6
42. CCN(CC)C(=O)c1cnn(-c2ccccc2)c1NC(=O)c1ccco1
 : 4, -4, -10, 0.0, 0, -0.3, 2, 4, 3
43. CCc1c(C)nc2ncnn2c1NCCc1ccc(OC)cc1
 : 2, -2, -2, 0.4, 5, 0.1, 6, 1, 7
44. CCCN(CC(=O)Nc1ccccc1C)C(=O)c1ccc(C)c(S(=O)(=O)N2CCCCC2)c1
 : 6, 1, 1, 1.5, 4, -0.3, 1, -1, 4
45. CS(=O)(=O)N1CCCC(C(=O)Nc2ccc(F)cc2F)C1 (stereo not given)
 : 1, -4, 0, 0.9, 2, -0.3, 2, -8, 4
46. CCCCC1=CC2=CC(=O)C(C)(OC(=O)CC)C(=O)C2=CN1CCCOC(C)C (stereo not given)
 : 12, -2, -9, -1.5, 19, -0.2, 29*, 10, 2
47. COc1ccc(C(=O)NC2CCSc3ccccc32)cc1S(=O)(=O)N1CCOCC1 (stereo not given)
 : 8, -1, 3, -0.6, 13, -0.1, -7, -2, -4
48. Cc1nc2nc(SCC(=O)NCc3ccco3)nn2c(C)c1Cc1c(F)cccc1Cl
 : 10, 2, -16, 1.5, -5, 1.6, 0, -1, -3
49. Cc1ccc(NC(=O)COC(=O)Cn2cnc3c2c(=O)n(C)c(=O)n3C)c(Cl)c1
 : -12, -3, -4, -1.2, 13, -0.6, -5, -1, -10
50. CCOc1ccc(C(=O)NCC(=O)NNC(=O)c2cc(C)oc2C)cc1OCC
 : 3, -2, -10, 0.3, 9, -0.3, 1, 1, -1
51. O=C(COc1ccc(Cl)cc1)Nc1ccccc1C(=O)NCc1ccco1
 : -2, 1, 12, 0.6, 8, -0.1, 3, 26, 3
52. C=CCn1c2ccccc2c2nnc(SCc3[nH]c(=O)[nH]c3C(=O)CCCCC(=O)OCC)nc21
 : 14, -3, -7, 1.8, 6, 0.8, -12, -6, -14
53. O=C(NCCc1ccncc1)Nc1ccc(F)cc1
 : 9, -11, -8, 0.8, -16, -1.4, -3, 3, -2
54. CC(=O)N1CCN(C(=O)c2cc(S(=O)(=O)N(C)c3ccc(F)cc3)ccc2Cl)CC1
 : 5, 2, -8, -0.1, 6, 0.0, 10, 1, -6
55. Cc1cc(OCc2nnc(SC(C)C(=O)O)n2Cc2ccccc2)ccc1Cl (stereo not given)
 : -70, -11, 9, 0.0, 9, -0.7, -3, 2, 1

# Entries of single compounds, quoted from the list. Screens in order: MLLE-PAM2 inh	MsrA act	FAS-TE inh	MsrA inhibitor	SKN-1 block	Tb MetRS inh	NRP1-CendR mod	MT1-MMP act inh	E coli Lon inh
# NC(=O)Cn1cc(/C=N\NS(=O)(=O)c2ccccc2)c2ccccc21 reads -26	-7	-4	-0.2	1	-0.2	-3	3	-37
# CCOC(=O)C1CCN(CC(=O)Nc2c(C(=O)OC)[nH]c3cccc(Cl)c23)CC1 reads -20	-9	-2	0.5	0	-0.6	-4	1	1
# CCc1c(C)nc2ncnn2c1NCCc1ccc(OC)cc1 reads 2	-2	-2	0.4	5	0.1	6	1	7
# CCOc1ccc(C(=O)NCC(=O)NNC(=O)c2cc(C)oc2C)cc1OCC reads 3	-2	-10	0.3	9	-0.3	1	1	-1
# O=C(Cc1cccs1)N1CCN=C1SCc1ccccc1F reads -9	-2	-5	-1.0	4	-0.6	4	-3	6
